Screens deposited in PubChem BioAssay by several laboratories.
PGE2 EP2 inh: blocks the human prostaglandin E2 receptor EP2 | C6 glioma cells expressing human EP2, cAMP TR-FRET; cells stimulated with saturating PGE2 | inhibition, % at 25 µM | 260,000 compounds, 0.52% hits;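 active means percent inhibition above 40 after rounding to a whole number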;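 further: rat C6 glioma host cells with rolipram phosphodiesterase inhibitor present; the protocol text gives 20 µM as final concentration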
p97 ATPase inh: human p97 ATPase inhibition | inhibition, % at 8 µM | AID 1481 | P55072 | recombinant p97 ATPase, Kinase-Glo ATP luminescence, 3 h | 220,000 compounds, 0.42% hits; in the data active means inhibition above about 15%;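 further: 0% = DMSO vehicle and 100% = wells lacking enzyme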
Target sequence (P55072 whole entry, looked up): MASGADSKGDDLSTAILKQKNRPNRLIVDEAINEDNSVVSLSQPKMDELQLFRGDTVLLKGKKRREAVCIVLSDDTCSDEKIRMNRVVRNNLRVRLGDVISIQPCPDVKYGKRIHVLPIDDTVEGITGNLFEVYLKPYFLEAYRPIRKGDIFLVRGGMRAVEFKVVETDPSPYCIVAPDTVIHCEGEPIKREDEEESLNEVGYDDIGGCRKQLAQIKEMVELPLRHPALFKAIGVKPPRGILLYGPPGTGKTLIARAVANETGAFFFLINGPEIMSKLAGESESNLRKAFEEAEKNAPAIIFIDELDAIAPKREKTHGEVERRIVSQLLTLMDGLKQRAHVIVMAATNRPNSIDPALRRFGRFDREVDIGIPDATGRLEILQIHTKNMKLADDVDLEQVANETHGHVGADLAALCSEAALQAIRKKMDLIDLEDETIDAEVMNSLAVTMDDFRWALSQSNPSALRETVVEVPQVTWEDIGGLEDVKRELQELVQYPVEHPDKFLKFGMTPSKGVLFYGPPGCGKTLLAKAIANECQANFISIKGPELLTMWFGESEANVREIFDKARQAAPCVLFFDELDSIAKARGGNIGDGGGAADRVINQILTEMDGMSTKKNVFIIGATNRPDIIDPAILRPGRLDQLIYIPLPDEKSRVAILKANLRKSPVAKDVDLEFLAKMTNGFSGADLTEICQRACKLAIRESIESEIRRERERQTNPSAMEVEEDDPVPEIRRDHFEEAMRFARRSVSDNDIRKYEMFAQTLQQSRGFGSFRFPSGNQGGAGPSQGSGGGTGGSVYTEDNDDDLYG
EP2 modulator: modulators of human EP2 prostaglandin E2 receptor | P43116 | EP2-expressing cells, cAMP HTRF FRET, PGE2 co-stimulation | induction, % at 25 µM | 260,000 compounds, 0.83% hits | AID 940;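 active means compounds whose cAMP rise, as percent of the full-agonist control response, exceeds 60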;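 further: rat C6 glioma line stably carrying human EP2 under a CMV promoter; the protocol text gives 20 µM as final concentration; 100% = response of wells given 1 µM PGE2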
NPY Y1 blocker: NPY-Y1 (human) receptor antagonism; P25929; HEK293-CNG Y1 cells, membrane potential fluorescence; NPY at EC95, then isoproterenol; inhibition, % at 3.6 µM; 200,000 compounds, 1% hits; AID 1040;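 active means inhibition above the campaign mean inhibition of all tested compounds plus 3 SD, cut at about 20% in these data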;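 further: 0% = DMSO wells given NPY plus isoproterenol and 100% = isoproterenol alone without NPY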
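material = HEK293 cells with Y1 receptor plus CNG channel | also added = NPY 25 nM then isoproterenol 1 µM plus Ro 20-1724 25 µM | schedule = dye 3 h, compound 60 min room temperature, stimulation 45 min | measured by = membrane potential fluorescence | benchmarks = high control isoproterenol alone, low control NPY with isoproterenol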
eIF4E 4G PPI: eIF4E/eIF4G interaction inhibition in translation initiation; P63073+Q04637; TR-FRET eIF4E-eIF4GI(517-606) binding, 2 h; inhibition, % at 21.7 µM; 220,000 compounds, 0.37% hits; AID 782;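 active means inhibition above about 30%, limit read from the data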;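 further: 0% = full FRET control wells and 100% = background wells lacking eIF4GI fragment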
S1P4 ag: human S1P4 receptor agonism. O95977. activation, % at 4.98 µM. S1P4-expressing cell line, agonist reporter assay. 220,000 compounds, 0.35% hits; in the data active means activation above about 11%;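 further: 0% = DMSO vehicle and 100% = reference agonist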
S1P4 antag: antagonists of human S1P4 receptor | S1P4-expressing cells, antagonist mode, reporter read-out | inhibition, % at 4.98 µM | 220,000 compounds, 0.26% hits; in the data active means inhibition above about 29%;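 further: 0% = wells stimulated with agonist and 100% = vehicle wells without agonist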
NPY-Y1 PAM-ag: human NPY-Y1 potentiation or agonism, primary screen; P25929; NPY-Y1 expressing cells, potentiator/agonist activation; activation, % at 3.6 µM; 220,000 compounds, 0.37% hits; AID 1304; in the data active means activation above about 33%, passing the limit was not always enough;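 further: cells stimulated with NPY at EC10 then isoproterenol at EC100; 0% = low agonist plus stimulus and 100% = saturating agonist plus stimulus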
NPY-Y2 PAM-ag: human NPY-Y2 potentiation or agonism, primary screen | 220,000 compounds, 0.45% hits | P49146 | activation, % at 3.6 µM | cells expressing NPY-Y2, potentiator/agonist read-out | AID 1359; in the data active means activation above about 27%;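 further: cells stimulated with NPY near EC25 plus isoproterenol at EC100; 0% = vehicle plus submaximal agonist and 100% = vehicle plus saturating agonist; some results beyond the cut were filed as inactive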
An asterisk follows results filed as active; & = joins results of further samples; [ ] = another dose, or the depositor's remark. A portion of the library. The share of hits here may be higher or lower than overall.

What do the screens show for `CCOCCCNC(=O)C(NC(=O)Cc1c[nH]c2ccccc12)c1ccc(OC)cc1` (stereo not given)?
PGE2 EP2 inh: 1; p97 ATPase inh: -3; EP2 modulator: 5; NPY Y1 blocker: 0; eIF4E 4G PPI: 1; S1P4 ag: 0.6; S1P4 antag: -9; NPY-Y1 PAM-ag: 1; NPY-Y2 PAM-ag: -9

Results for CCOP(=O)(Cc1ccc(C(C)(C)CC(C)=O)o1)OCC ?
PGE2 EP2 inh: 6; p97 ATPase inh: 4; EP2 modulator: 19; eIF4E 4G PPI: 4; S1P4 ag: -0.5; S1P4 antag: -5; NPY-Y1 PAM-ag: 17; NPY-Y2 PAM-ag: 14

What do the screens show for `CCCCN(C)C1CCN(C(=S)Nc2ccc(OC)cc2)CC1`?
PGE2 EP2 inh: 6; p97 ATPase inh: 1; EP2 modulator: 0; NPY Y1 blocker: -1; eIF4E 4G PPI: 1; S1P4 ag: 0.7; S1P4 antag: -9; NPY-Y1 PAM-ag: 6; NPY-Y2 PAM-ag: -6

What do the screens show for `Cc1onc(-c2ccccc2Cl)c1C(=O)NCc1cccs1`?
PGE2 EP2 inh: 15; p97 ATPase inh: 1; EP2 modulator: 9; NPY Y1 blocker: 1; eIF4E 4G PPI: -5; S1P4 ag: 0.0; S1P4 antag: -2; NPY-Y1 PAM-ag: 11; NPY-Y2 PAM-ag: 4

What do the screens show for `CCc1ccc(/C=c2\s/c(=C\C(=O)C(C)(C)C)[nH]c2=O)cc1`?
PGE2 EP2 inh: 22; p97 ATPase inh: -5; EP2 modulator: -20; NPY Y1 blocker: 8; eIF4E 4G PPI: 3; S1P4 ag: 0.8; S1P4 antag: 4; NPY-Y1 PAM-ag: -2; NPY-Y2 PAM-ag: -3

How did O=C(CNc1cc(S(=O)(=O)N2CCOCC2)ccc1N1CCCC1)NCc1ccco1 do in these assays?
PGE2 EP2 inh: 5; p97 ATPase inh: 5; EP2 modulator: 6; NPY Y1 blocker: -3; eIF4E 4G PPI: -2; S1P4 ag: -0.8; S1P4 antag: 14; NPY-Y1 PAM-ag: 5; NPY-Y2 PAM-ag: 6

What do the screens show for `CC(=O)[C@@]1(O)CC[C@H]2[C@@H]3C[C@H](C)C4=CC(=O)C=C[C@]4(C)[C@@]3(F)[C@@H](O)C[C@@]21C`?
PGE2 EP2 inh: 12; p97 ATPase inh: 3; EP2 modulator: 24; NPY Y1 blocker: 2; eIF4E 4G PPI: 1; S1P4 ag: 0.9; S1P4 antag: -10; NPY-Y1 PAM-ag: -3; NPY-Y2 PAM-ag: 10

What do the screens show for `Cc1cc([N+](=O)[O-])nn1CC(=O)Nc1nccs1`?
PGE2 EP2 inh: 5; p97 ATPase inh: 6; EP2 modulator: 6; NPY Y1 blocker: 3; eIF4E 4G PPI: -2; S1P4 ag: 1.7; S1P4 antag: -12; NPY-Y1 PAM-ag: 20; NPY-Y2 PAM-ag: 12

What do the screens show for `Cc1ccccc1C(=O)NN1CCOCC1`?
PGE2 EP2 inh: 8; p97 ATPase inh: 0; EP2 modulator: 1; NPY Y1 blocker: 1; eIF4E 4G PPI: -1[fluorescence artefact?]; S1P4 ag: 1.8; S1P4 antag: -10; NPY-Y1 PAM-ag: 25; NPY-Y2 PAM-ag: 2

How did CCCCSc1nc(C)cc(C)c1S(=O)(=O)c1ccccc1C do in these assays?
PGE2 EP2 inh: 12; p97 ATPase inh: -4; EP2 modulator: 56; NPY Y1 blocker: 14; eIF4E 4G PPI: -3; S1P4 ag: -0.6; S1P4 antag: -3; NPY-Y1 PAM-ag: -22; NPY-Y2 PAM-ag: -9

Results for CC(C)Sc1nc(O)c(Cc2ccccc2)c(=O)[nH]1 ?
PGE2 EP2 inh: 7; p97 ATPase inh: -3; EP2 modulator: 60; NPY Y1 blocker: 0; eIF4E 4G PPI: -7; S1P4 ag: -0.5; S1P4 antag: -18; NPY-Y1 PAM-ag: -4; NPY-Y2 PAM-ag: 2

How did CCOc1ncccc1C(=O)N(C)CC1COc2ccccc2O1 (stereo not given) do in these assays?
PGE2 EP2 inh: 8; p97 ATPase inh: 1; EP2 modulator: 7; NPY Y1 blocker: 10; eIF4E 4G PPI: -3[fluorescence artefact?]; S1P4 ag: -0.8; S1P4 antag: -19; NPY-Y1 PAM-ag: 8; NPY-Y2 PAM-ag: 12

Three compounds out of the list, sorted by length of the SMILES, descending.
Results for CCOP(=O)(Cc1ccc(C(C)(C)CC(C)=O)o1)OCC ?
PGE2 EP2 inh: 6; p97 ATPase inh: 4; EP2 modulator: 19; eIF4E 4G PPI: 4; S1P4 ag: -0.5; S1P4 antag: -5; NPY-Y1 PAM-ag: 17; NPY-Y2 PAM-ag: 14

What do the screens show for `CCCCN(C)C1CCN(C(=S)Nc2ccc(OC)cc2)CC1`?
PGE2 EP2 inh: 6; p97 ATPase inh: 1; EP2 modulator: 0; NPY Y1 blocker: -1; eIF4E 4G PPI: 1; S1P4 ag: 0.7; S1P4 antag: -9; NPY-Y1 PAM-ag: 6; NPY-Y2 PAM-ag: -6

What do the screens show for `Cc1ccccc1C(=O)NN1CCOCC1`?
PGE2 EP2 inh: 8; p97 ATPase inh: 0; EP2 modulator: 1; NPY Y1 blocker: 1; eIF4E 4G PPI: -1[fluorescence artefact?]; S1P4 ag: 1.8; S1P4 antag: -10; NPY-Y1 PAM-ag: 25; NPY-Y2 PAM-ag: 2

Next part:
How did COc1ccc(CCN2C(=O)CC(N3CCOCC3)C2=O)cc1OC (stereo not given) do in these assays?
PGE2 EP2 inh: 17; p97 ATPase inh: -3; EP2 modulator: 11; NPY Y1 blocker: 7; eIF4E 4G PPI: 1; S1P4 ag: -1.2; S1P4 antag: -20; NPY-Y1 PAM-ag: -10; NPY-Y2 PAM-ag: -4

Results for COc1ccccc1N1CCN(CC(O)COCc2cccs2)CC1 (stereo not given) ?
PGE2 EP2 inh: 8; p97 ATPase inh: -3; EP2 modulator: 10; NPY Y1 blocker: 8; eIF4E 4G PPI: 2; S1P4 ag: -1.0; S1P4 antag: -10; NPY-Y1 PAM-ag: -4; NPY-Y2 PAM-ag: -14

What do the screens show for `O=C(Nc1nc2ccccc2[nH]1)C1CCN(S(=O)(=O)c2cccs2)CC1`?
PGE2 EP2 inh: 15; p97 ATPase inh: 4; EP2 modulator: -35; NPY Y1 blocker: -3; eIF4E 4G PPI: 0; S1P4 ag: -1.8; S1P4 antag: -10; NPY-Y1 PAM-ag: 26; NPY-Y2 PAM-ag: 9

Results for COc1ccc(N2CCN(C(=O)CCc3ccc(S(=O)(=O)NC(C)C)cc3)CC2)cc1 ?
PGE2 EP2 inh: 9&6; p97 ATPase inh: -7; EP2 modulator: -19&9; NPY Y1 blocker: -3; eIF4E 4G PPI: -2; S1P4 ag: 1.2; S1P4 antag: -8; NPY-Y1 PAM-ag: -13; NPY-Y2 PAM-ag: -9

Results for Cc1ccc(N2C(=O)CC(N3CCc4ccccc43)C2=O)cc1Cl (stereo not given) ?
PGE2 EP2 inh: 6; p97 ATPase inh: 3; EP2 modulator: -3; NPY Y1 blocker: 3; eIF4E 4G PPI: -1; S1P4 ag: -3.1; S1P4 antag: 6; NPY-Y1 PAM-ag: -1; NPY-Y2 PAM-ag: -5

How did CCC(CC)c1nnc(NC(=O)c2ccc(N3CCCC3=O)cc2)s1 do in these assays?
PGE2 EP2 inh: -3; p97 ATPase inh: 3; EP2 modulator: -6; NPY Y1 blocker: -1; eIF4E 4G PPI: -3; S1P4 ag: -1.2; S1P4 antag: -12; NPY-Y1 PAM-ag: 11; NPY-Y2 PAM-ag: 13

What do the screens show for `COCCCNC(=S)N1CCN(c2ccc([N+](=O)[O-])cc2)CC1`?
PGE2 EP2 inh: 10; p97 ATPase inh: -7; EP2 modulator: -3; NPY Y1 blocker: -4; eIF4E 4G PPI: -1[fluorescence artefact?]; S1P4 ag: 0.9; S1P4 antag: -21; NPY-Y1 PAM-ag: 5; NPY-Y2 PAM-ag: 2

What do the screens show for `CCN(CC)S(=O)(=O)c1ccc(NC(=O)COC(=O)CN2C(=O)c3ccccc3C2=O)cc1`?
PGE2 EP2 inh: 6; p97 ATPase inh: 2; EP2 modulator: -7; NPY Y1 blocker: -3; eIF4E 4G PPI: 6; S1P4 ag: -3.8; S1P4 antag: -2; NPY-Y1 PAM-ag: -11; NPY-Y2 PAM-ag: 8

What do the screens show for `COc1cccc(CC(=O)N2CCN(c3ccccc3[N+](=O)[O-])CC2)c1`?
PGE2 EP2 inh: 9; p97 ATPase inh: 2; EP2 modulator: -47; NPY Y1 blocker: 0; eIF4E 4G PPI: -1; S1P4 ag: -0.1; S1P4 antag: -8; NPY-Y1 PAM-ag: 16; NPY-Y2 PAM-ag: 4

How did Cc1ccccc1-n1cc(CNC(=O)CCc2nnc(CCc3ccccc3)o2)cn1 do in these assays?
PGE2 EP2 inh: 16; p97 ATPase inh: -5; EP2 modulator: 22; NPY Y1 blocker: 3; eIF4E 4G PPI: 1; S1P4 ag: -2.4; S1P4 antag: -2; NPY-Y1 PAM-ag: 0; NPY-Y2 PAM-ag: -7

How did COc1ccc(/C=C/C(=O)NC(=S)Nc2ccc(S(N)(=O)=O)cc2)cc1 do in these assays?
PGE2 EP2 inh: 15; p97 ATPase inh: 12; EP2 modulator: -30; eIF4E 4G PPI: -22; S1P4 ag: 0.4; S1P4 antag: -19; NPY-Y1 PAM-ag: 0; NPY-Y2 PAM-ag: -2

How did O=C(Nc1ccccc1)Nc1ccc(Br)cc1F do in these assays?
PGE2 EP2 inh: 9; p97 ATPase inh: -1; EP2 modulator: -11; NPY Y1 blocker: -5; eIF4E 4G PPI: 4; S1P4 ag: 2.1; S1P4 antag: -11; NPY-Y1 PAM-ag: 12; NPY-Y2 PAM-ag: 10

Results for CC1CCCCC1NC(=O)Cn1nc(-c2ccccc2)ccc1=O (stereo not given) ?
PGE2 EP2 inh: 13; p97 ATPase inh: 2; EP2 modulator: 4; NPY Y1 blocker: -4; eIF4E 4G PPI: 3; S1P4 ag: 0.3; S1P4 antag: -3; NPY-Y1 PAM-ag: 10; NPY-Y2 PAM-ag: 7

Results for COc1ccc(-n2nc(C(=O)NCC(=O)NCC3CCCO3)c3ccccc3c2=O)c(OC)c1 (stereo not given) ?
PGE2 EP2 inh: 6; p97 ATPase inh: -6; EP2 modulator: 17; NPY Y1 blocker: 6; eIF4E 4G PPI: 1[fluorescence artefact?]; S1P4 ag: 2.2; S1P4 antag: -10; NPY-Y1 PAM-ag: -1; NPY-Y2 PAM-ag: -3

Results for CN(Cc1ccccc1)C(=O)c1ccccc1C(=O)O ?
PGE2 EP2 inh: 6; p97 ATPase inh: 3; EP2 modulator: 17; NPY Y1 blocker: 3; eIF4E 4G PPI: -2; S1P4 ag: 1.1; S1P4 antag: 3; NPY-Y1 PAM-ag: -3; NPY-Y2 PAM-ag: -1

How did O=C(CN1C(=O)NC2(CCCc3ccccc32)C1=O)Nc1cccc(S(=O)(=O)N2CCCCC2)c1 (stereo not given) do in these assays?
PGE2 EP2 inh: 4; p97 ATPase inh: 5; EP2 modulator: -20; NPY Y1 blocker: 1; eIF4E 4G PPI: 6[fluorescence artefact?]; S1P4 ag: 0.8; S1P4 antag: -10; NPY-Y1 PAM-ag: 19; NPY-Y2 PAM-ag: 12

What do the screens show for `CC1CCN(CCCCOc2ccccc2-c2ccccc2)CC1`?
PGE2 EP2 inh: 2; p97 ATPase inh: -2; EP2 modulator: -32; NPY Y1 blocker: 10; eIF4E 4G PPI: 3[fluorescence artefact?]; S1P4 ag: 0.6; S1P4 antag: 6; NPY-Y1 PAM-ag: -32; NPY-Y2 PAM-ag: -14
